# High-throughput results deposited in PubChem BioAssay by Sanford-Burnham Center for Chemical Genomics.
# hIAP inh: blocks human intestinal alkaline phosphatase | P09923 | purified IAP, CDP-Star luminescence, 30 min | inhibition, % at 10 µM | 330,000 compounds, 0.12% hits | AID 2544;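 active = inhibition reaching a set limit with compound at 10 µM in the primary screen, cut at about 35% in these data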;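 note: plate controls were DMSO wells with enzyme for no effect and no-enzyme buffer wells for full effect; values of inactives mirror those of a sister screen read the other way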
# A3A deaminase: blocks human APOBEC3A ssDNA deamination; P31941; recombinant A3A, FAM/TAMRA ssDNA deamination fluorescence; inhibition, % at 20 µM; 330,000 compounds, 0.41% hits;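 active = at least 40% inhibition at 20 µM here, with at most 30% in a related deaminase screen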;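 note: plate controls were A3A with DMSO for no effect and wells lacking A3A enzyme for full effect; some results filed as inactive read as strong as hits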
# Target sequence (P31941 whole entry, looked up): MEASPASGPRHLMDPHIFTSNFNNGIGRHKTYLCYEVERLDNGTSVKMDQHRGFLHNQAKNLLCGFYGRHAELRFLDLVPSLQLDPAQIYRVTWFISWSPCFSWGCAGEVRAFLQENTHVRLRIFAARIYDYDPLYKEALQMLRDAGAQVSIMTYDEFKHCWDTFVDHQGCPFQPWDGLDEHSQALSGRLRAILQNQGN
# NR3A LBD binder: modulates the human NR3A ligand-binding domain; NR3A LBD differential scanning fluorimetry, Tm shift; 0% = protein alone, 100% = glycine-bound protein; Tm shift relative to glycine control, % at 25 µM; 340,000 compounds, 2.5% hits; AID 1259313;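 active = melting temperature shift of at least 10% of the positive control shift, at one fixed dose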
# mIAP block: blocks mouse intestinal alkaline phosphatase | 330,000 compounds, 0.2% hits | purified mouse IAP, CDP-Star luminescence, 30 min | inhibition, % at 10 µM;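 active = inhibition of at least 40% at 10 µM in the primary screen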;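 note: plate controls were DMSO with enzyme for no effect and no enzyme wells for full effect; values of inactives mirror those of a sister screen read the other way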
# APOBEC3G inh: inhibitors of human APOBEC3G DNA deaminase; recombinant A3G, ssDNA deamination FAM/TAMRA fluorescence; AID 493012; 330,000 compounds, 0.28% hits; Q9HC16; inhibition, % at 20 µM;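 active = inhibition of at least 40% at 20 µM, with no more than 30% in the related APOBEC3A deaminase screen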;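 note: plate controls were DMSO wells with A3G for no effect and wells lacking A3G enzyme for full effect; some compounds called inactive have numbers as strong as hits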
# Target sequence (Q9HC16 whole entry, looked up): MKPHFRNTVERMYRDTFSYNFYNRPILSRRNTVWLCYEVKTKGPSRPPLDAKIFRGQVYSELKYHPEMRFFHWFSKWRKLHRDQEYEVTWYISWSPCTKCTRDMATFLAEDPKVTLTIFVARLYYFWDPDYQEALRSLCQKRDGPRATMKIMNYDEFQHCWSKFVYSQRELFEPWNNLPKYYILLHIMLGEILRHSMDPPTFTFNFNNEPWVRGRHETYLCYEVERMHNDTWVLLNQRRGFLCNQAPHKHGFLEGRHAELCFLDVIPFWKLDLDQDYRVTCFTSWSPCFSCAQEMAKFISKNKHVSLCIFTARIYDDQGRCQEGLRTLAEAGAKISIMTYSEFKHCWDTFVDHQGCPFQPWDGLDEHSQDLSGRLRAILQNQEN
# MPTP inh: blocks calcium-induced mitochondrial swelling. 360,000 compounds, 1.4% hits. isolated mouse mitochondria, Ca2+ swelling absorbance, 30 min. AID 602449. inhibition, % at 10 µM;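 active = inhibition of 50% or more, scaled per plate between neutral and stimulator controls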;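 note: 0% = DMSO wells given calcium and 100% = 1 mM EGTA wells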
# hIAP act: human IAP activation; purified human IAP, CDP-Star luminescence, 30 min; stronger effect = higher value; 1 = vehicle-only enzyme, 0 = enzyme-free background; P09923; AID 2524; activation factor at 10 µM; 330,000 compounds, 0.16% hits;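 active = activation factor of the enzyme at least 2-fold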; note: the source names both 10 and 20 µM as test concentration; values of inactives mirror those of a sister screen read the other way
# MIN6 prolif: induces beta-cell replication in MIN6 cells; proliferation, % at 10 µM; 330,000 compounds, 0.29% hits; AID 2380; MIN6 cells proliferation, ATPlite luminescence, 48 h; cells starved in 0.2% serum; 100% = growth in 10% serum;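 active = compounds whose signal lies at least 3.5 SD above the mean of all wells on their plate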;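 note: 0% = DMSO-treated cells in low-serum medium and 100% = 10% serum control; some compounds called inactive have numbers as strong as hits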
# mIAP act: increases mouse intestinal alkaline phosphatase activity; muIAP, CDP-Star luminescence, 30 min; stronger effect = higher value; 1 = vehicle-only enzyme signal, 0 = enzyme-free wells; activation factor at 10 µM; 330,000 compounds, 0.24% hits; AID 2805;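 active = activation factor of at least 2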; note: the source names both 10 and 20 µM as test concentration; values of inactives mirror those of a sister screen read the other way
#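 Assay system: mouse IAP enzyme; Reagent: CDP-Star chemiluminescent phosphatase substrate; Compound: DMSO-dissolved test compounds; Incubation: 30 min, room temperature; Technique: luminescence from enzymatic CDP-Star hydrolysis; Controls: DMSO-only wells and no-enzyme negative control.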
# * marks the source's active call; other numbers are inactive results.
Structure,hIAP inh,A3A deaminase,NR3A LBD binder,mIAP block,APOBEC3G inh,MPTP inh,hIAP act,MIN6 prolif,mIAP act
COC(=O)c1ccc(NC(=O)CN(c2ccc(C)cc2)S(=O)(=O)c2c(C)nn(C)c2C)cc1,3,0,-2,-13,-6,2.0,0.97,1,1.1
Cc1ccccc1C(=O)NNC(=O)CCC(=O)Nc1cccc(Cl)c1C,-10,2,1,13,-5,0.5,1.1,0,0.87
O=C(CN1C(=O)/C(=C\C=C\c2ccccc2)SC1=S)Nc1ccc(F)cc1,-18,-4,7,19,-7,5.4,1.2,0,0.81
O=C(Nc1ccccc1)Nc1ccccn1,3,0,0,-6,-4,16,0.97,-2,1.1
COc1ccc(CNC(=O)COC(=O)CC(NC(N)=O)c2ccc(Cl)cc2)cc1OC (stereo unspecified),1,2,4,3,-6,-2.7,0.99,1,0.97
CN(C)c1ccc(-c2noc(C3CCN(C(=O)Nc4ccc(Cl)cc4)CC3)n2)cc1,-4,-7,-22,-19,-7,8.6,1,-4,1.2
Cc1cc(C)cc(C(=O)NC(CC(N)=O)c2ccc(NC3CCCC3)c([N+](=O)[O-])c2)c1 (stereo unspecified),13,4,-4,8,2,-0.3,0.87,-1,0.92
COCCN(C(=O)CNC(=O)c1cccs1)C(C(=O)NC(C)(C)C)c1ccccc1 (stereo unspecified),17,3,-4,15,-12,0.1,0.83,-2,0.85
COc1ccc2cc(S(=O)(=O)n3cnc(C)c3)ccc2c1,11,-2,2,-2,-5,-1.1,0.89,1,1
O=C(/C=C/c1ccc(Cl)cc1Cl)c1nc2ccccc2[nH]1,-9,0,-4,8,4,-1.8,1.1,-5,0.92
CC(C)c1ccc(/C=C/C(=O)NCCCc2ccccc2)cc1,-5,0,-6,11,-4,25,1.1,-1,0.89
CCOc1ccc(N(CC(=O)NC2CC2)S(=O)(=O)c2ccc(C)cc2)cc1,-14,-1,-3,-13,-9,-2.4,1.1,-1,1.1
Cc1ccc(S(=O)(=O)N2CCCOC2CNC(=O)C(=O)NCCc2c[nH]c3ccccc23)cc1 (stereo unspecified),-6,1,-9,-8,-4,2.3,1.1,0,1.1
Cc1ccc2c(O)c(C)c(=O)[nH]c2n1,11,0,-1,3,-5,-1.5,0.89,-2,0.97
Cc1cccc(-n2c(CNC(=O)c3ccc(S(=O)(=O)N4CCCCC4)cc3)n[nH]c2=S)c1,18,-3,0,11,13,0.6,0.82,0,0.89
O=C1CC(Cc2ccc(Cl)cc2)C(=O)N1c1cc(Cl)ccn1 (stereo unspecified),3,2,8,-6,-3,2.2,0.97,-3,1.1
CC(=O)Nc1ccc(C(=O)OCc2ccccc2Br)cc1,12,4,-9,6,7,3.0,0.88,-1,0.94
CC(C)c1ccc(N(CC(=O)O)S(=O)(=O)c2cccnc2)cc1,6,-3,0,-5,-13,-2.4,0.94,-2,1.1
O=C1CCC(=O)N1CCc1c[nH]c2ccccc12,3,-8,-2,11,-8,-2.5,0.97,-1,0.89
COc1ccc(CCNC(=O)CSc2nnc3ccc(-c4ccccn4)nn23)cc1OC,4,2,0,8,-11,-0.6,0.96,-3,0.92

# An excerpt from above in order of length of the SMILES, largest number first.
Structure,hIAP inh,A3A deaminase,NR3A LBD binder,mIAP block,APOBEC3G inh,MPTP inh,hIAP act,MIN6 prolif,mIAP act
COc1ccc(CCNC(=O)CSc2nnc3ccc(-c4ccccn4)nn23)cc1OC,4,2,0,8,-11,-0.6,0.96,-3,0.92
COc1ccc2cc(S(=O)(=O)n3cnc(C)c3)ccc2c1,11,-2,2,-2,-5,-1.1,0.89,1,1
CC(=O)Nc1ccc(C(=O)OCc2ccccc2Br)cc1,12,4,-9,6,7,3.0,0.88,-1,0.94
O=C(Nc1ccccc1)Nc1ccccn1,3,0,0,-6,-4,16,0.97,-2,1.1

# Looked up above.
# COC(=O)c1ccc(NC(=O)CN(c2ccc(C)cc2)S(=O)(=O)c2c(C)nn(C)c2C)cc1 @ hIAP inh = 3
# O=C(/C=C/c1ccc(Cl)cc1Cl)c1nc2ccccc2[nH]1 @ A3A deaminase = 0
# O=C(CN1C(=O)/C(=C\C=C\c2ccccc2)SC1=S)Nc1ccc(F)cc1 @ mIAP act = 0.81
# Cc1cc(C)cc(C(=O)NC(CC(N)=O)c2ccc(NC3CCCC3)c([N+](=O)[O-])c2)c1 (stereo unspecified) @ hIAP act = 0.87

# Entries listed so far with an aryl methoxy group, in the order listed:
Structure,hIAP inh,A3A deaminase,NR3A LBD binder,mIAP block,APOBEC3G inh,MPTP inh,hIAP act,MIN6 prolif,mIAP act
COc1ccc(CNC(=O)COC(=O)CC(NC(N)=O)c2ccc(Cl)cc2)cc1OC (stereo unspecified),1,2,4,3,-6,-2.7,0.99,1,0.97
COc1ccc2cc(S(=O)(=O)n3cnc(C)c3)ccc2c1,11,-2,2,-2,-5,-1.1,0.89,1,1
COc1ccc(CCNC(=O)CSc2nnc3ccc(-c4ccccn4)nn23)cc1OC,4,2,0,8,-11,-0.6,0.96,-3,0.92

# Further records follow:
Structure,hIAP inh,A3A deaminase,NR3A LBD binder,mIAP block,APOBEC3G inh,MPTP inh,hIAP act,MIN6 prolif,mIAP act
N#CC1(NC(=O)COC(=O)C23CC4CC(CC(O)(C4)C2)C3)CCCCC1,-16,-2,0,9,-8,-0.4,1.2,-4,0.91
Fc1ccc(-c2nc3c(-c4ccc(Cl)cc4)cnn3cc2CCN2CCOCC2)cc1,3,-4,2,-14,10,0.4,0.97,1,1.1
CC1=C(C#N)C2(O)C(=O)c3ccccc3C2(O)N1 (stereo unspecified),-4,4,-4,-10,-5,-1.2,1,-1,1.1
O=C1c2ccccc2-c2nc3ccccc3cc21,4,-3,1,8,-6,0.8,0.96,-1,0.92
CC(C)CCN1CCN(Cc2ccc(C#CCCO)cc2)CC1CCO (stereo unspecified),-2,-1,0,-1,-4,0.0,1,1,1
COC(=O)c1ccccc1NC(=O)C1CC(=O)N(c2ccccc2)C1 (stereo unspecified),3,3,-2,-4,-1,-0.3,0.97,-2,1
C=CCc1ccccc1OCCn1ccnc1,7,-4,-3,2,-2,-2.3,0.93,0,0.97
Cc1cc(=O)oc2c(C)c(OC(C)C(=O)NCCCN3CCOCC3)ccc12 (stereo unspecified),11,-4,0,7,-5,-1.2,0.89,-3,0.93
N=c1n(CCN2CCOCC2)c2ccccc2n1CC(=O)c1cccc([N+](=O)[O-])c1,4,-3,0,5,-7,-0.2,0.96,-1,0.95
CCOC(=O)c1c(C)[nH]c(C)c1C(=O)CSc1nc2ccccc2n1CCOC,-1,0,-3,-2,-5,1.0,1,0,1
Cn1c(=O)c2c(nc(NCc3ccc4c(c3)OCO4)n2C)n(C)c1=O,10,-4,1,2,-5,0.2,0.9,-1,0.98
CCCNC(=O)C1(CC2CC(c3ccccc3)=NO2)CCN(C(=O)c2ccccc2)CC1 (stereo unspecified),2,1,-1,-10,-1,-0.8,0.98,0,1.1
Cc1nc(CCNC(=O)CC2C(=O)NCCN2Cc2ccccc2F)sc1C (stereo unspecified),10,0,0,2,-7,0.3,0.9,-2,0.98
O=C(CN1CCCc2ccccc21)N1CCc2ccccc21,-18,2,1,-4,-3,2.9,1.2,-2,1
CCOC(=O)Cc1cnc(NC(=O)CSc2nc(C)cc(C)n2)s1,-5,1,-1,1,3,-0.2,1.1,-2,0.99
CCCCNC(=O)c1nc2ncc(Br)cn2n1,6,2,-1,4,-4,0.6,0.94,-4,0.95
Cc1cc(NC(=O)CC#N)n(-c2ccccc2)n1,6,-1,0,0,-2,0.7,0.94,-2,1
CC(Oc1ccccc1Cl)C(=O)/C=C/N(C)C (stereo unspecified),-8,-3,-1,-4,-4,-1.1,1.1,-2,1
Cc1cn(CCC(=O)Nc2ccccc2N2CCOCC2)c2ccccc12,-10,-1,1,2,-3,1.2,1.1,0,0.98
Cc1ccc(NC(=O)C(=O)NCc2ccc(/C=C(/C#N)C(=O)NCc3cccnc3)o2)cc1,7,-3,-3,7,-5,1.3,0.93,-3,0.93

# (next part)
Structure,hIAP inh,A3A deaminase,NR3A LBD binder,mIAP block,APOBEC3G inh,MPTP inh,hIAP act,MIN6 prolif,mIAP act
Cc1cc(/C=C\c2ccccc2)nc2ccccc12,14,1,1,9,-7,2.5,0.86,-3,0.91
O=C(NCCCN1CCCCC1)C1CCC(=O)N1CCc1ccccc1 (stereo unspecified),-16,-3,0,-5,-3,3.1,1.2,-1,1
CC(C)OC(=O)/C(=C\c1cccnc1)NC(=O)c1ccccc1,-12,0,-16,-4,-6,-0.2,1.1,1,1
C=CCn1c(C2CC(=O)N(c3ccc(C)cc3)C2)nc2ccccc21 (stereo unspecified),4,-2,-4,16,-4,0.4,0.96,-2,0.84
CC(N=Cc1nc(-c2ccccc2)oc1O)c1ccccc1 (stereo unspecified),1,-2,1,-5,-3,4.9,0.99,-2,1
CC(C)(C)OC(=O)NC(Cc1ccccc1)C(=O)N1CCC(C(=O)NCC(=O)Nc2ccc(F)cc2)CC1 (stereo unspecified),2,-6,0,-1,-6,0.6,0.98,1,1
CC(O)[C@@]1(O)CC[C@H]2[C@@H]3CC[C@H]4C[C@@H](O)CC[C@]4(C)C3=CC[C@@]21C (stereo partly specified),3,-4,8,-1,-12,-0.1,0.97,2,1
CC1/C(=N/O)C(CN(C)C)C2CC1C2(C)C (stereo unspecified),-11,-7,-1,-10,-5,-1.3,1.1,-3,1.1
O=C(CSc1nnc(-c2ccc(F)cc2)o1)N1CCCCC1,8,-1,5,-3,-5,-0.3,0.92,-2,1
COCC1CCCN(C(=O)c2ccc3oc(Cc4ccc(Cl)cc4)nc3c2)C1 (stereo unspecified),-13,-8,-4,0,-10,-0.6,1.1,2,1
CC(=O)c1cccc(NC(=O)CSc2nc(=O)n(CCN3CCOCC3)c3c2CCC3)c1,-18,2,1,-4,1,1.0,1.2,-6,1
O=C(CCc1nnc(Cc2ccc(-c3ccccc3)cc2)o1)NCCc1cccnc1,0,2,-2,0,-5,9.0,1,-1,1
COC(=O)C1=NN(C(=O)c2ccccc2)C(C)(O)C1 (stereo unspecified),0,4,-1,2,3,-1.1,1,-3,0.98
Cc1cc(NC(=O)COC(=O)c2ccc(F)c(S(=O)(=O)N3CCOCC3)c2)no1,21,-3,8,7,-4,-2.4,0.79,0,0.93
Cc1cc(C(=O)NC2CCCc3ccccc32)c(C)o1 (stereo unspecified),-6,2,0,-4,1,-0.6,1.1,-2,1
OC(COc1ccccc1)CN1C2=NCCCN2c2ccccc21 (stereo unspecified),10,1,-3,-9,-5,-3.0,0.9,1,1.1
CN(C(=O)c1ccc(NC(=O)Cc2ccc(NC(=O)C3CCCN(C(=O)CCc4ccccc4)C3)cc2)cc1)C1CC1 (stereo unspecified),0,-1,-2,-23,-3,-0.2,0.99,-5,1.2
CCc1nc2ccccc2c(C(=O)OCC(=O)NC2CCCC2)c1C,-10,1,1,-7,-6,-0.1,1.1,-3,1.1
CN(CC(=O)Nc1ccc(S(=O)(=O)N2CCCC2)cc1)Cc1ccc(Cl)c(Cl)c1,-19,7,-7,-15,1,3.3,1.2,-1,1.2
O=C(Nc1nnc(S(=O)(=O)N2CCOCC2)s1)c1ccccc1,2,6,-4,27,16,0.1,0.98,1,0.73
